Source: PubChem
N370S GC mod: inhibitors or activators of N370S glucocerebrosidase for Gaucher disease; P04062; N370S GC spleen homogenate, 4MU-glucoside fluorescence; Potency, µM (top dose mostly 59.4 µM), for the others: at the top dose activity change, negative = inhibition, actives largely listed as inhibitors; 330,000 tested, 0.092% active; AID 2101;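 also: 0% = full enzyme activity and -100% = no enzyme basal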
TDP1 inh: inhibitors of human tyrosyl-DNA phosphodiesterase TDP1; Q9NUW8; recombinant TDP1, AlphaScreen DNA substrate cleavage; Potency, µM (doses to about 130 µM), for inactives: at the highest dose activity change, negative = inhibition, usual class: inhibitors; 350,000 tested, 0.28% active; AID 485290; also: nearly all actives have a fitted effect of over 40% in size
Target sequence (Q9NUW8 whole entry, looked up): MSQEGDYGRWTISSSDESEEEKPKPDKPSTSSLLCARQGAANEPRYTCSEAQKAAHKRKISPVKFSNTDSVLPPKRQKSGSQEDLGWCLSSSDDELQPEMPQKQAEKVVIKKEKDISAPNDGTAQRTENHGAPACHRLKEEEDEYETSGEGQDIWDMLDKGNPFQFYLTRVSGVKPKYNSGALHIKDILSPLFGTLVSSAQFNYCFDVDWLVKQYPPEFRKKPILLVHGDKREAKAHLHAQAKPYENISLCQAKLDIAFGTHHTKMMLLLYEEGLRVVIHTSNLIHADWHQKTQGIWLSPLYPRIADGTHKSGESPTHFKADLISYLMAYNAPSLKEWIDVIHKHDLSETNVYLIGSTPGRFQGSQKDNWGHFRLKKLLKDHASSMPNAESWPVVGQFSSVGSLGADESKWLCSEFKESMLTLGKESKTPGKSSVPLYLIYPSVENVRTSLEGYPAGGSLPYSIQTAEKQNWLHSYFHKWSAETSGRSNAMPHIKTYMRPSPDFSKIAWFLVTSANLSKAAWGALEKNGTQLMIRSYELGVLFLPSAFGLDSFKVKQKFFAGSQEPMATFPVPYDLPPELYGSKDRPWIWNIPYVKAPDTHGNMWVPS
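Steps: enzyme plus compound, 15 min RT; add biotin/phosphotyrosine-FITC oligonucleotide (15 nM final), react 5 min; add donor/acceptor beads (10 ug/ml final), 10 min; read AlphaScreen. Tdp1 at 1 nM final.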
FEN1 inh: inhibitors of human flap endonuclease 1 | P39748 | Recombinant FEN1 flap cleavage, fluorescence, 15 min | Potency, µM (series often up to 114 µM), for inactives: at the highest dose activity change, negative = inhibition, usual class: inhibitors | 390,000 tested, 0.35% active; also: nearly all actives have a fitted effect of over 65% in size
Target sequence (P39748 whole entry, looked up): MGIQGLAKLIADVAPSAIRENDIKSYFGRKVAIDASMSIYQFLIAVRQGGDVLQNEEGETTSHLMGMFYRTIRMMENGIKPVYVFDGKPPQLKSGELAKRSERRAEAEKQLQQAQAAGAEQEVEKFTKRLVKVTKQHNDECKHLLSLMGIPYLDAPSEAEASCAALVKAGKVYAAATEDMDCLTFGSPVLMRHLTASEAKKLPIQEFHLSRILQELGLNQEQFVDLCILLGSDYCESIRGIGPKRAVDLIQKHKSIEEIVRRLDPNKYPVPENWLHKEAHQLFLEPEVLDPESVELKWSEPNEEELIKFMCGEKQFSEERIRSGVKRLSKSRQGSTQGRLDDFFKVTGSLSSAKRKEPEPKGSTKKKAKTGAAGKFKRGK
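FEN1 at 10 nM, compound pretreatment for 15 min (room temperature), 50 nM final substrate to initiate; endpoint reads at 0 and 15 min; DMSO-only plates used as vehicle background.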
Starred values were filed as active, the others as inactive; u = inconclusive; x = not tested or not shown; & = joins results of further samples; [ ] = another dose, or the depositor's remark. Calls follow the shape of the dose curve; as a rule, active = well fitted curve in the direction sought with a large enough effect; inconclusive = small, poorly fitted or top-dose-only effect, or another doubt; inactive = no such curve, though single readings can be large; an effect the other way counts as inactive or inconclusive. Unless noted, % is scaled to controls: 0 for no effect and ±100 for the full control effect; potency is read from the fitted curve at half-maximal effect.

1: CCOC(=O)N1CCN(C(=O)c2ccc(N3C(=O)c4ccccc4C3=O)cc2)CC1
2: Cn1nc([N+](=O)[O-])nc1Oc1ccc2ccccc2c1
3: Cc1c(OC(C)C(=O)NCCN2CCOCC2)ccc2c(-c3ccccc3)cc(=O)oc12 (stereo not drawn)
4: CCCCCOC(=O)C1=C(C)NC(=O)NC1c1ccccc1 (stereo not drawn)
5: COc1ccc(CNC(=O)c2cc3ccccc3oc2=O)cc1
6: CCOc1ccc(NC(=O)CN(C)S(=O)(=O)c2cnc[nH]2)cc1
Compound | 1 | 2 | 3 | 4 | 5 | 6
N370S GC mod | 6% | 6% | u | -3% | -3% | 17%
TDP1 inh | 9% | 3% | 1% | x | x | 2%&0%
FEN1 inh | 5% | -3% | 9% | 3% | 14% | -4%&17%

7: COc1ccc2nc(NC(=O)c3ccco3)sc2c1
8: COC(C[C@@H]1O[C@H]1[C@H](O)COCc1ccccc1)OC
9: CC1CCN(C(=O)c2cc(-c3ccc(Cl)cc3)on2)CC1
10: CCc1nn(CCCC(=O)NCc2ccccc2Br)c(=O)c2cc3occc3n12
11: COCCNC(=O)c1cc2sccc2n1C
12: CCOC(=O)Cc1cc(=O)n2[nH]cc(-c3ccc(Cl)cc3)c2n1
Compound | 7 | 8 | 9 | 10 | 11 | 12
N370S GC mod | -8% | -6% | x | -10% | -1% | -5%
TDP1 inh | x | 2% | 7% | 1%&-5% | -3% | 11%
FEN1 inh | -1% | -8% | 12% | -1%&-17% | 18% | 9%

13: COc1ccc(-c2oc3cccnc3c2C#CCO)cc1
14: Cc1ccccc1OCC(=O)N1CCCCCCC1
15: COc1ccc(-c2ccc(N(C)C)cc2)cc1[C@H]1[C@@H]2C=CCC[C@@]2(C)C(=O)N1Cc1ccccc1
16: CCOC(=O)c1c(NC(=O)C(C)OC(=O)C2=COCCO2)sc2c1CCCC2 (stereo not drawn)
17: COc1cc(OC)c2ccc(=O)oc2c1C(CCN1CCN(c2ccccc2)CC1)c1ccc2c(c1)OCO2 (stereo not drawn)
18: COC(=O)[C@@H]1C[C@H]2CC[C@H](O)C[C@H]2N1Cc1ccc(N2CCN(C)CC2)cc1
Compound | 13 | 14 | 15 | 16 | 17 | 18
N370S GC mod | u | 3% | 0% | x | -11%&-29% | -12%&-3%
TDP1 inh | x | 2% | 11% | 2%[56.1 µM] | 21% | 4%&4%
FEN1 inh | -4% | 6% | -4% | -1% | -7%&9% | -1%

19: Cc1ccc(C(=O)CCC(=O)Nc2cc(C)ccn2)cc1
20: CC1CCN(C(=O)C2CCCN(S(=O)(=O)c3cccc4nsnc34)C2)CC1 (stereo not drawn)
21: COC(=O)c1sc(NC(=O)c2c(C)noc2C)nc1C
22: O=c1c2[nH]c3ccc(F)cc3c2nc2n1CCCS2
23: OC(CCc1ccncc1)c1ccccc1 (stereo not drawn)
24: O=C(COc1ccccc1)Nc1ccccc1N1CCN(c2ccccc2)CC1
Compound | 19 | 20 | 21 | 22 | 23 | 24
N370S GC mod | x | -24% | -7% | 11% | -18% | 25%
TDP1 inh | 1% | 1% | 6% | -1% | -3% | 0%
FEN1 inh | -4% | 4% | -10% | -12% | 1% | 6%

25: Cc1ccc(CNC(=O)C2CCCN(S(=O)(=O)c3c(C)noc3C)C2)cc1 (stereo not drawn)
26: CN1CCN(C2=C(Cl)C(=O)N(c3ccc(Cl)cc3)C2=O)CC1
27: CCC(=O)N(Cc1ccco1)c1nc(-c2ccc(OC)cc2)cs1
28: CCOC(=O)CSc1nc2c(sc3ccccc32)c(=O)n1CCO
29: COc1ccc(N2CCN(C(=O)c3[nH]c4ccc(OC)cc4c3C)CC2)cc1
30: Cc1ccc(S(=O)(=O)N2CCN(C(=O)CN3CCOCC3)C2)cc1
Compound | 25 | 26 | 27 | 28 | 29 | 30
N370S GC mod | 25% | -11% | 3% | x | 1% | 21%
TDP1 inh | 2% | 4% | 0% | 5% | x | 6%
FEN1 inh | -8% | 32%[activator] | -1% | -9% | -22% | -10%

Ordered by molecular weight (largest number first): part of the list above.
28: CCOC(=O)CSc1nc2c(sc3ccccc32)c(=O)n1CCO
30: Cc1ccc(S(=O)(=O)N2CCN(C(=O)CN3CCOCC3)C2)cc1
26: CN1CCN(C2=C(Cl)C(=O)N(c3ccc(Cl)cc3)C2=O)CC1
Compound | 28 | 30 | 26
N370S GC mod | x | 21% | -11%
TDP1 inh | 5% | 6% | 4%
FEN1 inh | -9% | -10% | 32%[activator]

Back to the main list with the 2 entries that preceded the break.
29: COc1ccc(N2CCN(C(=O)c3[nH]c4ccc(OC)cc4c3C)CC2)cc1
30: Cc1ccc(S(=O)(=O)N2CCN(C(=O)CN3CCOCC3)C2)cc1
31: O=C(O)C1CCCCC1C(=O)NCCc1c[nH]c2ccccc12 (stereo not drawn)
32: Clc1ccc(-c2nnc(C3CC3)o2)cc1
33: CC(C)N1CCC(N2CCN(Cc3cc(F)ccc3-n3cccn3)CC2CCO)CC1 (stereo not drawn)
34: COc1ccccc1NS(=O)(=O)c1ccc(C)c(C(=O)N2CCCC2)c1
35: Cc1cccc(C(=O)c2ccccc2C(=O)O)c1
36: CCN(CC(O)Cn1c2ccccc2c2ccccc21)S(=O)(=O)c1ccc(C)cc1 (stereo not drawn)
Compound | 29 | 30 | 31 | 32 | 33 | 34 | 35 | 36
N370S GC mod | 1% | 21% | -13% | 3% | -2% | x | 3% | x
TDP1 inh | x | 6% | 5% | x | 1% | 0% | 0% | -1%
FEN1 inh | -22% | -10% | -2% | -4% | 0% | 12% | 4% | -18%

A second format for some results above:
item	N370S GC mod	TDP1 inh	FEN1 inh	Structure
32	3%	x	-4%	Clc1ccc(-c2nnc(C3CC3)o2)cc1
33	-2%	1%	0%	CC(C)N1CCC(N2CCN(Cc3cc(F)ccc3-n3cccn3)CC2CCO)CC1 (stereo not drawn)
34	x	0%	12%	COc1ccccc1NS(=O)(=O)c1ccc(C)c(C(=O)N2CCCC2)c1

Next section
37: Cc1ccc(CSc2ncccc2C(=O)O)cc1
38: CCOc1ccc(N(C(C)C(=O)N2CCOCC2)S(C)(=O)=O)cc1 (stereo not drawn)
39: CCOC(=O)CNC(=O)CSc1nnc(Cn2c(=O)sc3ccccc32)n1-c1ccccc1C
40: CN(CC(=O)O/N=C(\N)c1ccccn1)S(=O)(=O)c1ccc(Br)cc1
41: Cc1ccc(NC(=O)CCN2C(=O)C3C4CCC(C4)C3C2=O)cc1Cl (stereo not drawn)
42: CC(C)(C)c1nc2c(s1)CCc1onc(-c3ccc(Cl)cc3)c1-2
Compound | 37 | 38 | 39 | 40 | 41 | 42
N370S GC mod | 4% | 1% | -1% | 0% | -1% | -5%
TDP1 inh | 10%&1% | 5% | 7% | 2% | 5%[56.1 µM] | -3%
FEN1 inh | -4%&2% | 9% | -7% | 3% | -2% | -11%

43: CC(NC(=S)Nc1ccccc1C(F)(F)F)C1CC2CCC1C2 (stereo not drawn)
44: O=C(CCC1N=C2c3ccccc3N=C(SCc3ccccc3Cl)N2C1=O)NCc1ccco1 (stereo not drawn)
45: CCCCN(C(=O)/C=C/c1ccco1)c1c(N)n(Cc2ccccc2)c(=O)[nH]c1=O
46: COc1cc(C2C(C#N)=C(N)Oc3cc(C)n(CC4CCCO4)c(=O)c32)cc2c1OCO2 (stereo not drawn)
47: Cc1ccccc1Nc1c(-c2ccc(N3CCOCC3)cc2)nc2ccc(Cl)cn12
48: O=C(CN1CCCCCC1)Nc1ccc(Br)cc1
Compound | 43 | 44 | 45 | 46 | 47 | 48
N370S GC mod | 15% | 18% | 2% | 4% | x | -17%
TDP1 inh | 5% | 6% | -3% | 1% | 8% | -4%
FEN1 inh | 2% | -16% | 3% | 2% | 3% | 2%

49: O=C(O)CCc1ccc(-c2ccc(Br)cc2)o1
50: O=C(CC1N=C2c3ccccc3N=C(SCc3ccccc3Cl)N2C1=O)NCCc1ccccc1 (stereo not drawn)
51: Cc1ccnc2nc(C(=O)OCC(=O)c3ccc(Cl)cc3)nn12
52: CCC(=O)Nc1c(C)cc(C)cc1Cl
53: CCc1nc2c(c(SC)nn2-c2ccccc2)c(N)c1C(=O)OC
54: CCOc1ccccc1N1CCN(C2=C(NS(=O)(=O)c3cccs3)C(=O)c3ccccc3C2=O)CC1
Compound | 49 | 50 | 51 | 52 | 53 | 54
N370S GC mod | -28% | x | x | 9% | 3% | 3%
TDP1 inh | 7% | 8% | 0% | -2% | 2% | 14%
FEN1 inh | 9% | 1% | -5% | 7% | -7% | -4%

55: Cc1nc2nc(SCC(=O)NC(C)c3ccccc3)nn2c(C)c1Cc1c(F)cccc1Cl (stereo not drawn)
56: Cc1cccn2c(=O)nc(SCC(=O)N3CCOCC3)nc12
57: O=C(Cn1ccc(NC(=O)OCc2ccccc2)nc1=O)NCC1CCCO1 (stereo not drawn)
58: CCc1ccc(CNC(=O)c2cc3c(=O)n(CC)c4ccccc4c3s2)cc1
59: O=C(c1ccc2c(=O)n3c(nc2c1)CCCCC3)N1CCN(c2ccc(Cl)cc2)CC1
60: CC(=O)NNC(=O)c1sc(=S)n(C)c1C
Compound | 55 | 56 | 57 | 58 | 59 | 60
N370S GC mod | x | -13% | x | x | 6% | 0%
TDP1 inh | 3% | 1% | 7% | 1% | x | -4%
FEN1 inh | 2% | 6% | -16% | 0% | 8% | 8%

61: COCCN(CC(=O)Nc1cccc(C)c1C)C(=O)Cc1cccs1
62: CC1CC(C)CN(CCOCCSc2ccccc2)C1 (stereo not drawn)
63: CC(C)C1=C2CCCCC2NC(=O)N1 (stereo not drawn)
64: CCc1ccc(C(=O)N/N=C/c2cccc3ccccc23)nc1
65: Cn1cnnc1SCc1ccc(C(=O)N/N=C(\CCC(=O)O)c2ccc(C(C)(C)C)cc2)cc1
66: O=C(Nc1ccc2ccccc2n1)C1CCCCC1
Compound | 61 | 62 | 63 | 64 | 65 | 66
N370S GC mod | x | -4% | 5% | -1% | 4% | 9%
TDP1 inh | 0% | -3% | 2% | -1% | -5% | x
FEN1 inh | -14% | -2% | -3% | 1% | 7% | -7%

67: COC(=O)c1ccc(CSc2nnc(NC(=O)c3cc4c(s3)CCCC4)s2)cc1
68: O=[N+]([O-])c1cc(C(F)(F)F)ccc1N/N=C/c1cc2ccccc2nc1Cl
69: CCOc1ccc(C2CC(c3ccccc3C)n3ncnc3N2)cc1 (stereo not drawn)
70: Cc1ccc(C2=NN(C(=O)CCCC(=O)O)C(c3ccco3)C2)cc1 (stereo not drawn)
71: OC(CN1CCc2ccccc2C1)c1ccccc1 (stereo not drawn)
72: CCOC(=O)c1c(C)[nH]c(C)c1S(=O)(=O)N1CCCC(C(=O)Nc2ccc(C)cn2)C1 (stereo not drawn)
Compound | 67 | 68 | 69 | 70 | 71 | 72
N370S GC mod | -10% | 9% | -14% | 1% | -6% | x
TDP1 inh | 6% | 2% | 8% | 6% | -3% | 3%
FEN1 inh | -2% | x | 2% | 3% | 21% | 6%

73: Cc1nn(C(=O)c2cccs2)c(C)c1CN1C(=O)c2ccccc2C1=O
74: O=C(N/N=C/c1ccc(Br)o1)c1cccnc1
75: CC(C)N1CCN(Cc2nc(-c3ccccc3)cs2)CC1CCO (stereo not drawn)
76: CC(C)(C)c1ccc(C(=O)Nc2cnccn2)cc1
77: O=C(C1CCN(CC2CC=CCC2)CC1)N(CCc1ccccc1)Cc1ccccc1 (stereo not drawn)
78: NC(=O)C1CCN(CC(=O)Nc2ccc(S(=O)(=O)N3CCOCC3)cc2)CC1
Compound | 73 | 74 | 75 | 76 | 77 | 78
N370S GC mod | 1% | -1% | -6% | -12% | 20% | -22%
TDP1 inh | 2% | 3% | x | 7% | -3% | 9%
FEN1 inh | -1% | 12% | -8% | -2% | 1% | -5%

79: COc1ccccc1N1CCN(Cc2cc(=O)c(OCC(=O)NC3CCCC3)co2)CC1
80: COc1ccc(C(=O)O)cc1S(=O)(=O)Nc1ccccc1C(=O)NCc1ccc2c(c1)OCO2
81: O=C(O)CCCNC(=O)/C=C/c1ccco1
82: CN1CCN(c2nnc(-c3ccccc3)c(-c3ccccc3)n2)CC1
83: CC(NCc1ccc([N+](=O)[O-])cc1)C1COc2ccccc2O1 (stereo not drawn)
84: CC(=O)OCC1OC(c2cc(C)cc(C)c2)C=CC1OC(C)=O (stereo not drawn)
Compound | 79 | 80 | 81 | 82 | 83 | 84
N370S GC mod | 1% | x | -2% | 16% | -12% | 0%[12.8 µM]
TDP1 inh | -3% | -7%[56.1 µM] | u | -1% | x | 2%[21 µM]
FEN1 inh | -9% | -13% | u | 14% | 3% | x

85: O=C(CNS(=O)(=O)c1ccccc1)NNC(=O)C(Cl)Cl
86: CC(C)(C)n1nc2c(c1NC(=O)c1ccccc1F)CS(=O)C2 (stereo not drawn)
87: COc1ccc(Cl)cc1NC(=O)CN1CCN(S(=O)(=O)N2CCOCC2)CC1
88: CC(Sc1n[nH]c(=O)n1Cc1ccccc1)C(=O)NCC1CCCO1 (stereo not drawn)
Compound | 85 | 86 | 87 | 88
N370S GC mod | 0% | 1% | 1% | -3%
TDP1 inh | 1% | 7% | 12% | 0%
FEN1 inh | 9% | 24% | -6% | -2%
